Compound activity deposited in PubChem by The Scripps Research Institute Molecular Screening Center.
DDE Tn7 FP inh – DD(E)-Tn7 binding inhibition, primary FP screen. 370,000 compounds, 0.13% hits. P02675. AID 720508. inhibition, % at 8.3 µM. FP displacement of FITC-Tn7 peptide from fibrin DD(E); 0% = median of compound wells per plate;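 active = inhibition above the mean of compounds falling within the control limits plus 3 SD of them, cut at about 14% in these data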;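 note: 0% = plate median of compound wells and 100% = 10 µM Aha-Tn7 peptide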
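Test system: human clot-derived fibrin DD(E) complex / Quantity: 2 µM final DD(E) protein / Incubation: 10 min plus 3 h, room temperature / Measured by: fluorescence polarization / Benchmarks: high control of 10 µM Aha-Tn7 peptide / Replicates: singlicate testing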
PG9 binder – small molecules binding HIV-1 gp120 antibody PG9 | inhibition, % at 6.7 µM | AID 624416 | TR-FRET gp120-PG9 antibody binding | 360,000 compounds, 0.43% hits; in the data active = inhibition above about 8.5%
ABHD4 inh – inhibitors of mouse ABHD4 | inhibition, % at 8.92 µM | AID 720543 | purified mABHD4, FP-Rh probe fluorescence polarization | 370,000 compounds, 0.54% hits;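 active = inhibition exceeding the mean over every tested compound plus 3 SD, cut at about 30% in these data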;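 note: 0% = plate median of compound wells and 100% = S159A mutant with DMSO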
Target sequence (Q8VD66 whole entry, looked up): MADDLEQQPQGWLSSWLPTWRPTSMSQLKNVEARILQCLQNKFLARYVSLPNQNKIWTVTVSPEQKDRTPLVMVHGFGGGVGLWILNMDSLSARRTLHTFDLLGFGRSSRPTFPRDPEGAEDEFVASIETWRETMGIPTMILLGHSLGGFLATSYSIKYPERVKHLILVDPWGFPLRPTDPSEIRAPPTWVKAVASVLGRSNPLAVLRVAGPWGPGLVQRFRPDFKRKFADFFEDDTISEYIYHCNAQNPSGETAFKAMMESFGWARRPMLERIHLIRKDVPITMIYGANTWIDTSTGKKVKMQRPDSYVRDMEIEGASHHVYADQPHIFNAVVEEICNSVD
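Test system: mABHD4 protein; Read-out basis: % inhibition; Incubation: 45 min + 60 min at 25 °C; Repeats: single replicate; Technique: fluorescence polarization with parallel and perpendicular emission, 525/598 nm; Compound: 8.92 µM, single dose; Benchmarks: full inhibition S159A mutant plus DMSO, zero as sample-well median.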
LEDGF integ inh – blocks HIV-1 LEDGF/p75-dependent DNA integration. inhibition, % at 3.7 µM. TR-FRET IN-LEDGF/p75 DNA integration, Eu/Cy5. 370,000 compounds, 0.64% hits. AID 743269;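 active = inhibition above the screen-wide mean plus 3 SD, cut at about 13% in these data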;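 note: signal is the Cy5 over europium emission ratio at 671 and 618 nm; 0% = plate median of compound wells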
TDP2 inh – blocks human TDP2 phosphodiesterase activity; O95551; inhibition, % at 12.8 µM; recombinant TDP2, T5PNP hydrolysis, p-nitrophenol absorbance 415 nm; 370,000 compounds, 0.34% hits;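 active = inhibition above the mean of all tested compounds plus 3 SD, set per campaign, cut at about 25% in these data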;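 note: 0% = DMSO with enzyme and 100% = buffer with substrate but no TDP2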
Target sequence (O95551 whole entry, looked up): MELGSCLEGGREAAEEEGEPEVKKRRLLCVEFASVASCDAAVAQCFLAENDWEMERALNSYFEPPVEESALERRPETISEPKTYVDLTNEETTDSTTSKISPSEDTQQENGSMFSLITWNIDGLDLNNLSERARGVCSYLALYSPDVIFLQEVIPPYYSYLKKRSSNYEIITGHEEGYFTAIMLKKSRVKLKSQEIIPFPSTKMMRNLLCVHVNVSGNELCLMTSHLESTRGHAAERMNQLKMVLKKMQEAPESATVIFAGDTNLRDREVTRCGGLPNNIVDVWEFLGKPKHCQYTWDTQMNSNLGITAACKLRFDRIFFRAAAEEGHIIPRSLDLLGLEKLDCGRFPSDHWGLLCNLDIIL
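test system = human TDP2 enzyme | input = TDP2 enzyme at 120 nM final | medium = 50 mM Tris-HCl pH 7.5 with Mg2+, KCl, DTT, BSA | also added = T5PNP substrate, 5 mM | times = 2 h at 37 °C | technique = epi absorbance | benchmarks = high control without enzyme, low control DMSO plus TDP2 | replication = each compound tested once, singlicate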
HTRA1 inh – inhibitors of human serine peptidase HTRA1; Q92743; recombinant HTRA1, FP-rhodamine activity-based probe, fluorescence polarization; inhibition, % at 5.96 µM; 340,000 compounds, 0.5% hits; in the data active = inhibition above about 36%;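 note: 0% = enzyme with DMSO and 100% = wells lacking enzyme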
TCR-CD3 inh – blocks the human TCR-CD3 interaction. inhibition, % at 9.4 µM. 360,000 compounds, 0.37% hits. TAMRA-labeled TCR probe fluorescence, biochemical; in the data active = inhibition above about 19%;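 note: recombinant mutant TCR 2C K166C tagged with TAMRA read by polarization; 0% = receptor in buffer alone and 100% = receptor with positive control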
SIAE primary – inhibitors of human sialic acid acetylesterase SIAE | SIAE FP-Rh probe binding, fluorescence polarization | inhibition, % at 9.66 µM | 370,000 compounds, 0.69% hits | Q9HAT2;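 active = inhibition above a cutoff: mean of compounds within the control limits plus 3 SD of those, cut at about 17% in these data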;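 note: 0% = plate median of compound wells and 100% = probe without SIAE protein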
PRMT1 inh – blocks human protein arginine methyltransferase 1 | 370,000 compounds, 1.3% hits | inhibition, % at 2.79 µM | recombinant PRMT1, activity-based probe fluorescence polarization;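 active = inhibition above about 21% made by adding two undisclosed values, limit read from the data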
Target sequence (Q99873 whole entry, looked up): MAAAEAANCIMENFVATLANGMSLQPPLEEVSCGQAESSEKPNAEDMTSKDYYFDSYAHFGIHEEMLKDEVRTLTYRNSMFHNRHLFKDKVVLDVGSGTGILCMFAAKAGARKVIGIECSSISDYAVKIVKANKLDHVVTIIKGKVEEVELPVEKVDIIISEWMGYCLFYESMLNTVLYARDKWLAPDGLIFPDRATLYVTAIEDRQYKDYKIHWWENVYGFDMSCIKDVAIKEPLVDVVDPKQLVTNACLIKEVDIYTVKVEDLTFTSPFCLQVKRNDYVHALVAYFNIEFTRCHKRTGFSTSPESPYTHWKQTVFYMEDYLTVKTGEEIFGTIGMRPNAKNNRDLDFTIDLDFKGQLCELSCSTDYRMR
UHRF1 MBD2 ctr – UHRF1 methyl-DNA binding inhibition. Q96T88. UHRF1 binding to methylated oligo, TR-FRET. inhibition, % at 4.4 µM. 370,000 compounds, 0.75% hits. AID 687016; in the data active = inhibition above about 21%;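 note: UHRF1 SRA domain binding a hemimethylated CpG hairpin DNA probe; 0% = median of test compound wells and 100% = reference inhibitor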
The depositor's hits bear a star; · = no result given; & = joins results of further samples; ! = repeats disagree. Not a hit list. Share with any hit: about 4.2%.

A first look, 9 compounds:
nr	SMILES	DDE Tn7 FP inh	PG9 binder	ABHD4 inh	LEDGF integ inh	TDP2 inh
1	COc1ccc(NC(=O)c2ccc(CN3CCc4ccccc4C3)cc2)cc1OC	-2	-2.4	-2	3	10
2	CCc1nc(Nc2ccccc2O)c2oc3ccccc3c2n1	1	-0.8	-6	9	-2
3	COC(=O)c1sc2nc3c(cc2c1N)CCCC3	-8	0.7	-1	2	3
4	COc1ccc(N2CCN(C(=O)C3CCN(C(=O)c4ccc([N+](=O)[O-])cc4)CC3)CC2)cc1	0	-1.0	3	-3	9
5	CCCc1cc(=O)oc2cc(C)cc(OCC(=O)NC(Cc3ccc(Cl)cc3)C(=O)O)c12 (centres undefined)	-11	-0.6	-2	1	-8
6	CCN(CCCNC(=O)c1[nH]c(C)c(C(C)=O)c1C)c1cccc(C)c1	-1	-2.1	10	3	-2
7	CN1CCc2cccc3c2[C@H]1Cc1ccc(O)c(O)c1-3	1&-7	11*!	88*	12&0	-13&-1
8	Cc1ccc(S(=O)(=O)NCCC(=O)NNC(=O)C2COc3ccccc3O2)cc1 (centres undefined)	-2	-0.3	4	2	8
9	COc1ccccc1CN1CC(C(=O)N2CCCCO2)CCC1=O (centres undefined)	0	0.0	1	1	2

nr	HTRA1 inh	TCR-CD3 inh	SIAE primary	PRMT1 inh	UHRF1 MBD2 ctr
1	3	-10	-6	0	0
2	-1	5	-2	1	0
3	0	9	0	1	-3
4	-2	2	3	0	-3
5	-16	1	2	-2	-2
6	5	-4	14	1	0
7	59*	-8&-3	18*!	86*	15&9
8	-1	-3	16	-6	-3
9	3	9	-3	-3	4

The list itself, previewed entries included:
nr	SMILES	DDE Tn7 FP inh	PG9 binder	ABHD4 inh	LEDGF integ inh	TDP2 inh
1	COc1ccc(NC(=O)c2ccc(CN3CCc4ccccc4C3)cc2)cc1OC	-2	-2.4	-2	3	10
2	CCc1nc(Nc2ccccc2O)c2oc3ccccc3c2n1	1	-0.8	-6	9	-2
3	COC(=O)c1sc2nc3c(cc2c1N)CCCC3	-8	0.7	-1	2	3
4	COc1ccc(N2CCN(C(=O)C3CCN(C(=O)c4ccc([N+](=O)[O-])cc4)CC3)CC2)cc1	0	-1.0	3	-3	9
5	CCCc1cc(=O)oc2cc(C)cc(OCC(=O)NC(Cc3ccc(Cl)cc3)C(=O)O)c12 (centres undefined)	-11	-0.6	-2	1	-8
6	CCN(CCCNC(=O)c1[nH]c(C)c(C(C)=O)c1C)c1cccc(C)c1	-1	-2.1	10	3	-2
7	CN1CCc2cccc3c2[C@H]1Cc1ccc(O)c(O)c1-3	1&-7	11*!	88*	12&0	-13&-1
8	Cc1ccc(S(=O)(=O)NCCC(=O)NNC(=O)C2COc3ccccc3O2)cc1 (centres undefined)	-2	-0.3	4	2	8
9	COc1ccccc1CN1CC(C(=O)N2CCCCO2)CCC1=O (centres undefined)	0	0.0	1	1	2
10	O=C(Oc1ccc(OC(=O)c2ccncc2)cc1)c1ccncc1	-2	0.7	7	-4	-13
11	CCC(C)NC(=O)C1CCN(S(=O)(=O)c2ccc(-n3cnnn3)cc2)CC1 (centres undefined)	-4	-0.4	1	0	9
12	CCCC(=O)Nc1cc(S(=O)(=O)N2CCOCC2)ccc1N1CCCCC1	-6	-2.5	-2	3	-7

nr	HTRA1 inh	TCR-CD3 inh	SIAE primary	PRMT1 inh	UHRF1 MBD2 ctr
1	3	-10	-6	0	0
2	-1	5	-2	1	0
3	0	9	0	1	-3
4	-2	2	3	0	-3
5	-16	1	2	-2	-2
6	5	-4	14	1	0
7	59*	-8&-3	18*!	86*	15&9
8	-1	-3	16	-6	-3
9	3	9	-3	-3	4
10	-1	-13	3	2	3
11	7	3	2	-1	1
12	7	5	-3	7	3

Exported with tabs: entries from further up
item	Structure	DDE Tn7 FP inh	PG9 binder	ABHD4 inh	LEDGF integ inh	TDP2 inh	HTRA1 inh	TCR-CD3 inh	SIAE primary	PRMT1 inh	UHRF1 MBD2 ctr
10	O=C(Oc1ccc(OC(=O)c2ccncc2)cc1)c1ccncc1	-2	0.7	7	-4	-13	-1	-13	3	2	3
11	CCC(C)NC(=O)C1CCN(S(=O)(=O)c2ccc(-n3cnnn3)cc2)CC1 (centres undefined)	-4	-0.4	1	0	9	7	3	2	-1	1

Additional entries follow:
nr	SMILES	DDE Tn7 FP inh	PG9 binder	ABHD4 inh	LEDGF integ inh	TDP2 inh
13	Cc1ccc(-c2cn(C[C@H]3CC[C@@H]([C@@H]4CC[C@H](Cn5cc(-c6ccc(C)cc6)nn5)O4)O3)nn2)cc1	-7	0.5	2	1	2
14	CCOC1=C2CN(S(=O)(=O)c3ccc(C)cc3)[C@H](c3ccccc3)C[C@@H]2N(S(=O)(=O)c2ccc(Br)cc2)[C@H](c2ccccc2)C1	6	-0.5	0	-1	6
15	O=C(N/N=C/c1ccccc1O)C1CC(=O)N(c2ccc(Cl)cc2)C1 (centres undefined)	2	-1.4	4	-3	-8
16	COc1ccccc1N1CCN(C(=O)c2cc(-c3ccccc3)nc3c2cnn3C(C)C)CC1	-5	0.3	5	-2	3
17	CCN(CC)C(=O)Cn1cc(C(=O)C(=O)N2CCN(c3ccc([N+](=O)[O-])cc3)CC2)c2ccccc21	-6	-0.3	-2	3	6
18	Cc1c(Cl)c([N+](=O)[O-])nn1CCCC(=O)NC(C)c1ccccc1 (centres undefined)	-3	-0.9	2	0	-1
19	Cc1nc(C(=O)Nc2ccc(F)cc2)nn1-c1ccc([N+](=O)[O-])cc1	1	1.6	1	-3	2
20	O=C(O)c1cc(S(=O)(=O)NC2CCCc3ccccc32)ccc1O (centres undefined)	0	1.2	-2	3	12
21	CCOC(=O)N1CCC(NC(=O)CS(=O)(=O)Cc2nc(-c3cccc(Cl)c3)oc2C)CC1	-9	-1.5	-16	8	-11
22	O=C(OCc1csc(-c2ccccc2)n1)C1=NN(c2ccccc2)C(=O)CC1	6	-1.7	-4	2	1
23	CN(C)N1C(N)=C(C#N)C(c2cccs2)C2=C1CCCC2=O (centres undefined)	0	-2.9	4	-1	5
24	Clc1ccccc1OCc1nn[nH]n1	5	0.4	3	-3	12

nr	HTRA1 inh	TCR-CD3 inh	SIAE primary	PRMT1 inh	UHRF1 MBD2 ctr
13	-10	1	-2	2	-1
14	·	6	2	-3	1
15	-6	0	4	2	1
16	1	7	10	4	-1
17	0	5	0	2	-2
18	7	6	-3	0	2
19	4	4	6	-2	18
20	-8	0	6	1	26*
21	2	-4	0	-3	0
22	0	4	-3	-2	1
23	7	0	-2	0	1
24	4	1	5	1	9

nr	SMILES	DDE Tn7 FP inh	PG9 binder	ABHD4 inh	LEDGF integ inh	TDP2 inh
25	COc1ccc(N2CCN(C3CCCN(C(=O)CSC)C3)CC2)cc1 (centres undefined)	-1	-2.4	-4	2	0
26	COc1ccc(CC(=O)NC(C)c2nnc(SCC(=O)c3ccc(OC)cc3)n2C)cc1 (centres undefined)	-2	-1.6	1	-8	0
27	O=c1cc(CN2CCN(Cc3ccccc3)CC2)c2ccc(O)c(O)c2o1	8	-4.3	19	8	-6
28	Cc1c(CC(=O)N[C@@H](CCCNC(N)=O)C(=O)O)c(=O)oc2cc3oc4c(c3cc12)CCCC4	6	1.8	-5	6	3
29	CN(C)S(=O)(=O)Oc1cccc(C(=O)Nc2cccc(Cl)c2)c1	-3	0.3	-29	-1	-10
30	Cc1c(OCC(=O)NCCN2CCOCC2)ccc2c3c(c(=O)oc12)CCC3	-2	1.7	0	1	2
31	O=S(=O)(NC1=NCCC1)c1cccc(NS(=O)(=O)c2ccc(OC(F)(F)F)cc2)c1	-9	-1.3	-5	-3	-3
32	Cc1nn(C)cc1S(=O)(=O)N1CCN(Cc2ccccc2Cl)CC1	-2	-2.2	-4	2	14
33	Cc1nnc(SCC(=O)NCC2COc3ccccc3O2)s1 (centres undefined)	3	1.2	-7	-7	2
34	COC(=O)c1ccc(Oc2nc(Nc3ccc(F)cc3)nc(N3CCCC3)n2)cc1	3	0.5	1	-2	-13
35	COc1ccc(OC)c(C(c2nnnn2C2CCCC2)N2CCN(c3ccccc3F)CC2)c1 (centres undefined)	-6	-2.6	-8	-1	-5
36	CCc1cc(-c2[nH]ncc2-c2ccc3c(c2)OCO3)c(O)cc1O	5	0.5	18	0	4

nr	HTRA1 inh	TCR-CD3 inh	SIAE primary	PRMT1 inh	UHRF1 MBD2 ctr
25	0	3	-3	-2	1
26	4	-8	-4	1	3
27	61*	11	1	6	9
28	8	-1	0	6	2
29	-31	-2	-16	4	1
30	6	1	17	2	0
31	-1	1	1	0	0
32	3	2	1	-1	-1
33	8	-1	0	3	1
34	3	5	-7	0	10
35	-32	2	-6	-1	0
36	22	-9	8	0	1

nr	SMILES	DDE Tn7 FP inh	PG9 binder	ABHD4 inh	LEDGF integ inh	TDP2 inh
37	CCOc1cc(C2NC(=O)NC(c3ccccc3)=C2C(C)=O)ccc1OC(C)=O (centres undefined)	0	0.7	-5	-2	-8
38	O=C(c1ccc(Cn2cc([N+](=O)[O-])cn2)o1)N1CCCC1	-4	-2.4	-4	-3	4
39	O=C(CC12CC3CC(CC(C3)C1)C2)Nc1ccccc1N1CCOCC1	2	1.2	0	-1	0
40	CC(C)c1onc(C(=O)N(C)Cc2ccccc2)c1[N+](=O)[O-]	-2	-0.7	10	-1	-3
41	Cc1ccc(CCNC(=O)C2CC(c3ccc(C(F)(F)F)cc3)=NO2)cc1 (centres undefined)	1	-0.1	-15	1	-9
42	CC(=O)NNc1nc(-c2ccccc2)cs1	-5	-0.3	13	-3	-2
43	Cc1csc(NC(=O)c2cc(=O)[nH]c3ccccc23)n1	-1	-1.4	3	1	8
44	OC(CNC1CCCC1)COCCOc1ccc(Br)cc1 (centres undefined)	0	-0.1	17	-3	5
45	COc1cc2c(cc1OC)CN(c1ccc(C(N)=O)cc1[N+](=O)[O-])CC2	0	2.1	-15	-2	-12
46	CCOc1cc(C(=O)N2CCN(c3ccccc3)CC2)cc(OCC)c1OCC	-9	1.2	9	-1	10
47	NC(=O)C1CC(=O)N(c2ccc(OCc3ccccc3Cl)cc2)C1 (centres undefined)	0	0.6	-4	-2	12
48	CCCCCCN(C(=O)CCCN1C(=O)NC(c2ccc(-c3ccccc3)cc2)C(C(=O)OCc2ccccc2)=C1C)C(C)C(=O)NCCCC (centres undefined)	8	0.9	-5	0	-6
49	Cc1ccc(C)c(NC(=O)C2CC(Cl)=CCC2C(=O)O)c1 (centres undefined)	4	0.5	0	-1	5

nr	HTRA1 inh	TCR-CD3 inh	SIAE primary	PRMT1 inh	UHRF1 MBD2 ctr
37	4	-5	8	2	3
38	-3	10	5	-5	-1
39	-4	0	4	1	2
40	4	-4	0	4	6
41	-3	-7	-2	3	4
42	9	-3	6	9	-3
43	-3	1	-7	0	-2
44	2	-8	2	-1	1
45	-1	-5	1	12	-3
46	-4	-7	1	2	4
47	4	4	-2	-1	0
48	-43	7	-6	0	-4
49	4	2	6	-3	14
